Compound activity (PubChem)
TexasRed fluor: alters Texas Red total fluorescence, flagging assay interference | 0.29% of 280,000 active | Potency, µM (highest dose often 106 µM), inactives show at the top dose fluorescence change, negative = quenching | AID 1479 | TRb/SRC2 Texas Red total fluorescence interference; active = well fitted curve in either direction with a large enough effect; inconclusive = small, poorly fitted or top-dose-only effect; also: potency is read from the fitted curve at half-maximal effect; % is scaled to controls: 0 for no effect and ±100 for the full control effect
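Human TRb ligand-binding domain at 0.6 uM with 20 nM Texas Red SRC2 peptide in Tris buffer containing 1 uM T3 and 5% DMSO, incubated with compound 5 h at ambient temperature. Total fluorescence (555/632 nm) calculated as parallel + 2 × perpendicular.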
Tau fibril FP: tau fibrillization inhibition (FP). K18 P301L tau heparin fibrillization, Alexa594 FP, 6 h. Potency, µM (titrated, usually from 57.7 µM), for the others: at the highest dose activity, negative = inhibition, hits mostly inhibitors. 0.39% of 280,000 active. AID 1468; also: potency is read from the fitted curve at half-maximal effect; % is scaled to controls: 0 for no effect and ±100 for the full control effect; nearly all actives have a fitted effect of over 55% in size
Target sequence (P10636 561-689 P618L limits assumed): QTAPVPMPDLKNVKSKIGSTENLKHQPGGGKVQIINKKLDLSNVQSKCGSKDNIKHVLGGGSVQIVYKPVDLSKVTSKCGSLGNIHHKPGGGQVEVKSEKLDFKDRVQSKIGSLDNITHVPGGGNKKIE
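Recombinant K18 P301L […], labeled with Alexa 594 at 0.24 uM over 15 uM unlabeled; heparin inducer 20 uM final; 37 C, 6 hr; FP endpoint.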
aGal spleen mod: alpha-galactosidase A (human) modulation; Potency, µM (doses to about 80 µM), for the others: at the top dose activity change, negative = inhibition, actives largely listed as inhibitors; 0.008% of 240,000 active; P06280; AID 2107; human spleen homogenate, 4MU-alpha-Gal fluorescence, 40 min;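 also: potency is read from the fitted curve at half-maximal effect; 0% = enzyme with vehicle and -100% = no enzyme basal signal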
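Human spleen homogenate (1 ug) as enzyme source, 4-methylumbelliferyl-alpha-D-galactopyranoside 1 mM final, citrate/phosphate pH 5.0 with 0.01% Tween-20. Compounds 40 min at 37C, NaOH/glycine stop; fluorescence Ex 365/Em 440, Hill-fit AC50.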
Tau fluor counter: counter-screen for tau fibril formation inhibitors | 0.93% of 280,000 active | tau K18 P301L (four-repeat tau fragment) Alexa594 fluorescence, heparin fibrillization | Potency, µM (top dose mostly 57.7 µM), without a hit: top-dose activity change, negative = decrease; also: potency is read from the fitted curve at half-maximal effect; % is scaled to controls: 0 for no effect and ±100 for the full control effect; nearly all actives have a fitted effect of over 55% in size
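Human K18 P301L tau (15 uM unlabeled plus 0.24 uM Alexa 594-labeled, final) in 100 mM sodium acetate pH 7 was mixed with compound and 20 uM heparin and incubated 6 hr at 37 C.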
TRb-SRC2 inh: inhibitors of human thyroid hormone receptor beta-SRC2 interaction. P10828. TRbeta-SRC2 peptide binding, fluorescence polarization; receptor liganded with 1 µM T3. AID 1469. 0.065% of 280,000 active. Potency, µM (titrated, usually from 106 µM), without a hit: at the top dose activity change, negative = inhibition, usual class: inhibitors;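 also: potency is read from the fitted curve at half-maximal effect; plate controls were bound peptide for no effect and peptide without receptor for full effect; nearly all actives have a fitted effect of over 50% in size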
Target sequence (P10828 whole entry, looked up): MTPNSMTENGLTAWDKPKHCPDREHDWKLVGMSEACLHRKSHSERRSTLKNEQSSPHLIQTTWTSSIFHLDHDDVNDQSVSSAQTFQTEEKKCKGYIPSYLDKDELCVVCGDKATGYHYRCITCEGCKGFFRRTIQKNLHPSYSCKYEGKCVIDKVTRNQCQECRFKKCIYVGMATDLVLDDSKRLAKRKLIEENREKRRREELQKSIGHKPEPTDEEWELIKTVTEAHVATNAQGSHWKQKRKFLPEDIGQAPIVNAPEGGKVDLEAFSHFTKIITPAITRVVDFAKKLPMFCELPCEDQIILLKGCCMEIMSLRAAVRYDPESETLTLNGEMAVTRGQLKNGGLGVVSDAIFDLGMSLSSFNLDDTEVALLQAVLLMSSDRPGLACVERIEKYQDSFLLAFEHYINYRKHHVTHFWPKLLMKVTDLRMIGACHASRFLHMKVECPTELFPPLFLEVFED
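Quantitative HTS by FP: 0.6 uM TRb LBD, 20 nM labeled SRC2 20-mer, 1 uM T3, 5% DMSO; 5 hr ambient incubation; % activity per concentration and potencies from concentration series.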
Epigenetic derep: epigenetic control regulation, reporter derepression; murine LDR cells, GFP reporter derepression, 30 h; 0.2% of 280,000 active; Potency, µM (series often up to 53.9 µM), inactives show at the highest dose GFP activation, actives largely listed as activators; also: potency is read from the fitted curve at half-maximal effect; % of control where 0% means no effect; nearly all actives have a fitted effect of over 60% in size
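Murine LDR cells carrying a silenced, genomically integrated CMV-driven GFP reporter were exposed to compound for 30 hours at 37 C. After PBS washes, GFP-positive cells (20–120 um objects) were counted by laser-scanning microplate cytometry.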
NPSR antagonist: neuropeptide S receptor (human) antagonism, cAMP. CHO-NPSR cells, cAMP TR-FRET, antagonist mode. Potency, µM (doses to about 38.3 µM), inactives show at the top dose activity change, negative = inhibition, usual class: inhibitors. 1% of 220,000 active. AID 1461; also: potency is read from the fitted curve at half-maximal effect; % is scaled to controls: 0 for no effect and ±100 for the full control effect; nearly all actives have a fitted effect of over 50% in size; many of its hits are not listed in these tables
Target sequence (Q6W5P4 whole entry, looked up): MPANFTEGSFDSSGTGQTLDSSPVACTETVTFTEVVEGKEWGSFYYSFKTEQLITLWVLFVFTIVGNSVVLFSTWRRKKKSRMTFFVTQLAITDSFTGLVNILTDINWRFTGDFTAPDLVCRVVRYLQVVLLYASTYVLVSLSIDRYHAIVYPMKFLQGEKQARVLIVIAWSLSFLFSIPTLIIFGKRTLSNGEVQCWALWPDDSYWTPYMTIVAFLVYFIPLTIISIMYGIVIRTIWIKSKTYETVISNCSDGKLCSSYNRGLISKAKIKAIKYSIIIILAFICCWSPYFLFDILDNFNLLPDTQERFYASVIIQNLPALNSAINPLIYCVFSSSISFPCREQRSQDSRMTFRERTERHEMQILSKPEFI
CBFb RUNX1 block: inhibitors of human CBF-beta and RUNX1 interaction | Q01196+Q13951 | AlphaScreen CBFb-His/RUNX1-biotin binding, biochemical | Potency, µM (top dose mostly 59.8 µM), inactives show at the top dose activity, negative = inhibition, usual class: inhibitors | 230,000 tested, under 10 active | AID 1477; also: % of control where 0% means no effect
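CBF-beta (His) and RUNX1 (biotin), 30 nM each; 20 min preassociation; + compound, 15 min; + beads 50 ng each (Ni, streptavidin), 90 min; RT; AlphaScreen read.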
* hit, by the source's call; [ ] = remark or other dose. Unless noted, calls follow the shape of the dose curve; as a rule, active = well fitted curve in the direction sought with a large enough effect; inconclusive = small, poorly fitted or top-dose-only effect, or another doubt; inactive = no such curve, though single readings can be large; an effect the other way counts as inactive or inconclusive. The list is partial, so the mix of outcomes need not match the whole.

For CN1CCN(CCCC(=O)c2ccc(F)cc2)CC1 the results were TexasRed fluor -2.1%, Tau fibril FP 2.5%, aGal spleen mod -9.2%, Tau fluor counter 10.6%, TRb-SRC2 inh 1.5%, Epigenetic derep -0.4%, NPSR antagonist 1.0%[46.1 µM] and CBFb RUNX1 block 10.8%.
Screening O=C1S/C(=C\c2ccc(N3CCOCC3)o2)C(=O)N1Cc1ccc(F)cc1 returned TexasRed fluor 5.3%, Tau fibril FP -2.7%, aGal spleen mod 1.4%, Tau fluor counter -4.3%, TRb-SRC2 inh -1.5%, Epigenetic derep 3.55µM*, NPSR antagonist inconclusive and CBFb RUNX1 block 0.8%.
`CCNC(=S)NNC(=O)c1csc(CC)c1` gave TexasRed fluor 0.1%, Tau fibril FP -7.6%, aGal spleen mod 14.3%, Tau fluor counter -6.7%, TRb-SRC2 inh -17.5%, Epigenetic derep 1.2%, NPSR antagonist -8.1%[46.1 µM] and CBFb RUNX1 block 11.5%.
`CC(C)C[C@H](NC(=O)c1[nH]cnc1C(=O)N[C@@H](C)C(=O)OC(C)(C)C)C(=O)OCc1ccccc1` gave TexasRed fluor -1.5%, Tau fibril FP -17.8%, aGal spleen mod -5.6%, Tau fluor counter -26.4%, TRb-SRC2 inh 1.3%, Epigenetic derep 0.5%, NPSR antagonist -36.8% and CBFb RUNX1 block 9.3%.
`CCOc1cc(NC(=O)CCl)c(OCC)cc1NC(C)=O` gave TexasRed fluor 1.1%, Tau fibril FP 1.4%, aGal spleen mod -19.9%, Tau fluor counter -19.6%, TRb-SRC2 inh -5.9%, Epigenetic derep 1.1%, NPSR antagonist 57.2% and CBFb RUNX1 block 5.0%.
O=C(NC1CCCCNC1=O)c1ccccc1 (stereo unspecified) was read as TexasRed fluor -3.0%, Tau fibril FP 1.7%, aGal spleen mod 9.6%, Tau fluor counter 5.6%, TRb-SRC2 inh -9.0%, Epigenetic derep 0.0%, NPSR antagonist 10.3% and CBFb RUNX1 block 8.0%.
For COc1ccc(-c2ccnc(SCC(=O)c3ccc(OC)c(OC)c3)n2)cc1 the results were TexasRed fluor 5.2%, Tau fibril FP inconclusive, aGal spleen mod 1.8%, Tau fluor counter -21.1%, TRb-SRC2 inh 4.5%, Epigenetic derep -0.1%, NPSR antagonist -26.1% and CBFb RUNX1 block -0.3%.
CCOC(=O)c1c(O)c2ccccc2n(C)c1=O was read as TexasRed fluor -1.3%[53 µM], Tau fibril FP -4.9%, aGal spleen mod 1.8%, Tau fluor counter -2.5%, TRb-SRC2 inh 0.2%[53 µM], Epigenetic derep 1.8%, NPSR antagonist 5.9% and CBFb RUNX1 block 5.3%.
COc1ccccc1NC(=O)N1CCCC1C(=O)NCC1CCCO1 (stereo unspecified) was read as TexasRed fluor -1.7%, Tau fibril FP -1.1%, aGal spleen mod -1.0%, Tau fluor counter 3.2%, TRb-SRC2 inh -3.5%, Epigenetic derep 0.5%, NPSR antagonist 9.3% and CBFb RUNX1 block 1.5%.
O=C(Nc1cccc2ccccc12)/C(Cl)=C/c1ccccc1 was read as TexasRed fluor 1.3%, Tau fibril FP -5.3%, aGal spleen mod -3.3%, Tau fluor counter -25.6%, TRb-SRC2 inh 10.6%, Epigenetic derep 0.0%, NPSR antagonist inconclusive and CBFb RUNX1 block inconclusive.
Screening COc1cc(NC(=O)c2cccc(C)c2)c(OC)cc1NC(=O)CN1CCCCC1 returned TexasRed fluor -0.9%, Tau fibril FP 13.5%, aGal spleen mod 1.9%, Tau fluor counter -16.4%, TRb-SRC2 inh -3.4%, Epigenetic derep 0.2%, NPSR antagonist -33.9% and CBFb RUNX1 block -6.4%.
For CCC(C)n1cnc2c(c1=O)c1nc3ccccc3nc1n2-c1ccc2c(c1)OCCO2 (stereo unspecified) the results were TexasRed fluor 0.1%, Tau fibril FP -6.6%, aGal spleen mod -2.9%, Tau fluor counter -2.4%, TRb-SRC2 inh -6.6%, Epigenetic derep -0.7%, NPSR antagonist -15.4%[46.1 µM] and CBFb RUNX1 block 0.0%.
Screening CN1CCN(S(=O)(=O)c2ccc(Sc3nnc(-c4cccs4)n3-c3ccccc3)nc2)CC1 returned TexasRed fluor 4.4%, Tau fibril FP 5.0%, aGal spleen mod -7.9%, Tau fluor counter 0.6%, TRb-SRC2 inh 1.6%, Epigenetic derep 0.0%, NPSR antagonist -7.0%[46.1 µM] and CBFb RUNX1 block -1.5%.
Screening COc1cccc2c(=O)n(CC(=O)Nc3ccccc3F)ccc12 returned TexasRed fluor 0.3%, Tau fibril FP -4.4%, aGal spleen mod -6.7%, Tau fluor counter -3.6%, TRb-SRC2 inh -22.7%, Epigenetic derep 0.8%, NPSR antagonist -13.7%[46.1 µM] and CBFb RUNX1 block 15.2%.
`C=CCN1C(=O)C(O)(CC(=O)c2ccccc2)c2ccccc21` (stereo unspecified) gave TexasRed fluor -1.5%, Tau fibril FP 1.3%, aGal spleen mod 1.3%, Tau fluor counter 3.7%, TRb-SRC2 inh 0.5%, Epigenetic derep 8.1%, NPSR antagonist -7.5%[46.1 µM] and CBFb RUNX1 block -2.1%.
`Cc1cc(C)c(C#N)c(SCS(=O)c2ccc(C(C)(C)C)cc2)n1` (stereo unspecified) gave TexasRed fluor 1.1%, Tau fibril FP 4.7%, aGal spleen mod 0.0%, Tau fluor counter -9.2%, TRb-SRC2 inh -11.4%, Epigenetic derep 2.8%, NPSR antagonist -27.8%[46.1 µM] and CBFb RUNX1 block 0.2%.
Screening CCN1CCN(CC(=O)Nc2cc(F)ccc2C)CC1 returned TexasRed fluor -6.3%, Tau fibril FP -2.7%, aGal spleen mod -1.2%, Tau fluor counter -14.7%, TRb-SRC2 inh 3.2%, Epigenetic derep -0.2%, NPSR antagonist -14.0%[46.1 µM] and CBFb RUNX1 block 1.3%.
For Cc1ccc(S(=O)(=O)Nc2ccccc2/C=N/c2nc3ccccc3n2C(C)C)cc1 the results were TexasRed fluor -3.6%, Tau fibril FP -3.9%, aGal spleen mod -15.9%, Tau fluor counter -4.9%, TRb-SRC2 inh 0.4%, Epigenetic derep 2.3%, NPSR antagonist -25.4% and CBFb RUNX1 block 0.0%.
Screening Cc1ccc(Cn2c(SCCN3CCCCC3)nc3c2c(=O)[nH]c(=O)n3C)cc1 returned TexasRed fluor 0.7%, Tau fibril FP -3.5%, aGal spleen mod -0.4%, Tau fluor counter -13.9%, TRb-SRC2 inh -1.0%, Epigenetic derep 0.0%, NPSR antagonist 21.3% and CBFb RUNX1 block 1.0%.
Screening Nc1ccc(N2CCOCC2)c(Cl)c1 returned TexasRed fluor 0.2%, Tau fibril FP -1.5%, aGal spleen mod 4.1%, Tau fluor counter -11.9%, TRb-SRC2 inh 5.0%, Epigenetic derep 0.0%, NPSR antagonist 0.0%[46.1 µM] and CBFb RUNX1 block -4.9%.
For Cc1ccc(C(=O)NCC(=O)OCc2cc(=O)n3nc(C4CC4)sc3n2)cc1 the results were TexasRed fluor -1.4%, Tau fibril FP 2.8%, Tau fluor counter 2.4%, TRb-SRC2 inh -4.6% and Epigenetic derep 1.5%.
CC1CCN(C(=O)C2CCN(CCCc3ccccc3)CC2)CC1 was read as TexasRed fluor -2.8%, Tau fibril FP -2.5%, aGal spleen mod 0.3%, Tau fluor counter -1.9%, TRb-SRC2 inh -5.2%, Epigenetic derep 0.1%, NPSR antagonist -11.1%[46.1 µM] and CBFb RUNX1 block 3.9%.
Cc1nn(Cc2ccccc2Cl)c(Cl)c1/C=C/C(=O)OCC(=O)NC(N)=O was read as TexasRed fluor -3.3%, Tau fibril FP 10.5%, aGal spleen mod 6.0%, Tau fluor counter 3.8%, TRb-SRC2 inh -2.8%, Epigenetic derep 0.0%, NPSR antagonist -1.8%[46.1 µM] and CBFb RUNX1 block 12.9%.
Screening NC(=O)c1ccccc1N/C=C/C(=O)c1ccc(Cl)cc1Cl returned TexasRed fluor 3.7%, Tau fibril FP 5.0%, aGal spleen mod 6.5%, Tau fluor counter -23.9%, TRb-SRC2 inh -8.5%, Epigenetic derep -1.5%, NPSR antagonist -6.8%[46.1 µM] and CBFb RUNX1 block 2.8%.
Screening Cc1c(C(=O)Nc2cccc(F)c2)oc2c1-c1nn(Cc3c(F)cccc3Cl)cc1CC2 returned TexasRed fluor 2.9%, Tau fibril FP -8.4%, Tau fluor counter -4.2%, TRb-SRC2 inh 0.6% and Epigenetic derep inconclusive.
For COc1ccc(CNC(=O)CSCc2cnn(-c3ccccc3)c2-n2cccc2)cc1OC the results were TexasRed fluor -5.2%, Tau fibril FP 12.5%, Tau fluor counter -10.9%, TRb-SRC2 inh 8.7% and Epigenetic derep 0.0%.
For CC(C)Cn1c(=O)c2ccccc2n2c(CCC(=O)Nc3ccc(F)cc3)nnc12 the results were TexasRed fluor -27.5%, Tau fibril FP -15.9%, Tau fluor counter -21.3%, TRb-SRC2 inh -0.5% and Epigenetic derep 0.0%.
O=c1c(-c2c(O)cc(O)c3c(=O)cc(-c4ccc(O)cc4)oc23)c(-c2ccc(O)cc2)oc2cc(O)cc(O)c12 was read as TexasRed fluor -13.8%, Tau fibril FP inconclusive, aGal spleen mod -0.7%, Tau fluor counter inconclusive, TRb-SRC2 inh 14.6%, Epigenetic derep -1.2% and NPSR antagonist -25.5%.
`Cc1ccccc1CN(CC1CCC(C(=O)O)CC1)C(=S)Nc1ccccc1F` (stereo unspecified) gave TexasRed fluor -0.8%, Tau fibril FP -7.2%, aGal spleen mod -2.0%, Tau fluor counter 0.2%, TRb-SRC2 inh 6.4%, Epigenetic derep -1.3%, NPSR antagonist -32.9% and CBFb RUNX1 block -4.5%.
`COc1ccc(NC(=O)c2cc3c(=O)n4ccccc4nc3n2C)c(OC)c1` gave TexasRed fluor -3.4%, Tau fibril FP 6.5%, aGal spleen mod 4.4%, Tau fluor counter -6.9%, TRb-SRC2 inh 16.0%, Epigenetic derep 2.2%, NPSR antagonist 18.7% and CBFb RUNX1 block 9.2%.
